Screening data: PubChem BioAssay, several laboratories
dFosB activator: enhances mouse delta FosB homodimer DNA binding; purified delta FosB, TAMRA-CDK5 oligo fluorescence polarization; percent of positive-control signal above neutral wells; actives 0.99% (n = 340,000); activation, % at 25 µM; P13346;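 active means mean activation above about 17%, with every replicate also reaching it, limit read from the data, passing the limit was not always enough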;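 further: fluorescence polarization rise as delta FosB binds a TAMRA Cdk5 AP-1 oligo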
PfHsp90 yeast 2: growth inhibition of yeast expressing Plasmodium Hsp90. S. cerevisiae expressing PfHsp90, BacTiter-Glo ATP, 48 h; yeast lacking PDR1 and PDR3 efflux regulators. inhibition, % at 9.4 µM. actives 0.32% (n = 310,000). AID 504621;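 active means every replicate shows inhibition above about 80%, whatever the replicate mean, limit read from the data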;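 further: 0% = DMSO neutral controls and 100% = 20 µM radicicol positive controls; yeast relying on Plasmodium falciparum Hsp90 in place of its own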
CDK5 p35 inh: inhibitors of human CDK5/p35 kinase. Q00535+Q15078. Recombinant CDK5/p35, ADP-Glo luminescence, 60 min. inhibition, % at 10 µM. actives 0.01% (n = 330,000);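 active means highest replicate inhibition of at least 50% and at least 75% of replicates reaching 50%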;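 further: plate controls were DMSO neutral control for no effect and GW8510 at 10 µM for full effect; many of its hits are not listed in these tables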
LANA DNA inh: KSHV C-LANA DNA binding inhibition | MBP-C-LANA/FAM-LBS DNA binding, fluorescence polarization | inhibition, % at 9 µM | actives 0.078% (n = 340,000);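 active means highest replicate inhibition at or above 60% at 9 µM, even if other replicates fall short; inactive means all replicates below 60% inhibition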;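 further: 0% = neutral control wells and 100% = 4 µM acridine orange control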
RTF Ca sens inh: cardiac RTF calcium desensitization; actives 0.12% (n = 340,000); AID 493244; P19429+P45379; IANBD-labeled cardiac RTF, Ca2+ fluorescence; inhibition, % at 7.15 µM;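 active means inhibition above the mean inhibition of all tested compounds plus 3 SD, cut at about 17% in these data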;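 further: assay run at fixed EC70 calcium of 1.6 mM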
NSD2 inh: inhibitors of human histone methyltransferase NSD2; O96028; NSD2 peptide methylation, AlphaScreen, 120 min; inhibition, % at 12.5 µM; actives 0.54% (n = 310,000); AID 743445; in the data active means inhibition above about 50%
RTF Ca sens act: cardiac RTF calcium sensitization; AID 493008; actives 0.24% (n = 340,000); activation, % at 7.2 µM; IANBD-labeled TnC RTF fluorescence at EC20 calcium; 0% EC20 calcium, 100% full calcium; P19429+P45379;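 active means activation above the mean over all tested compounds plus 3 SD, cut at about 30% in these data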;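 further: rise in fluorescence read as greater calcium sensitivity of cardiac thin filaments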
Rtt109 HAT inh: blocks Candida albicans Rtt109/Vps75 acetyltransferase activity | Q5AAJ8 | purified Rtt109/Vps75, ThioGlo CoA-SH fluorescence, 4 h | inhibition, % at 34.9 µM | actives 0.16% (n = 330,000);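 active means inhibition of at least 50% in every replicate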
Target sequence (Q5AAJ8 whole entry, looked up): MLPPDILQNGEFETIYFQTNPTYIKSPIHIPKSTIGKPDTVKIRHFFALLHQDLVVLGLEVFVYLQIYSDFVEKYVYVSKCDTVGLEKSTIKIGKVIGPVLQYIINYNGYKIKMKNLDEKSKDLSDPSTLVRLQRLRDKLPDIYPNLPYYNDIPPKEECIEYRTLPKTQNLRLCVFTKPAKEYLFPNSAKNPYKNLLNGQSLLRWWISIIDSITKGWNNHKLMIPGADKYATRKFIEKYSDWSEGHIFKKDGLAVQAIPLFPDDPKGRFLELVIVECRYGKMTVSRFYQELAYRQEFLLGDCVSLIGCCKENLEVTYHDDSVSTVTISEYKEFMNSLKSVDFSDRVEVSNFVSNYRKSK
PvdQ inh: P. aeruginosa PvdQ acylase inhibition | purified PvdQ acylase, fluorescence plate reader | inhibition, % at 10 µM | actives 0.063% (n = 340,000); in the data active means inhibition above about 30%, passing the limit was not always enough;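 further: 0% = vehicle neutral wells and 100% = reference inhibitor wells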
Keap1 Nrf2 FP: disrupts human Keap1 binding to Nrf2 peptide | Q14145 | Keap1 Kelch-Nrf2 peptide fluorescence polarization, 1536-well | inhibition, % at 9.4 µM | actives 0.15% (n = 340,000); in the data active means inhibition above about 12%;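 further: human Keap1 Kelch domain with fluorescein labeled Nrf2 9mer peptide probe; 0% = neutral control wells and 100% = peptide positive control; higher means more block of Keap1 binding to Nrf2 peptide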
Target sequence (Q14145 whole entry, looked up, the tested form may be a part): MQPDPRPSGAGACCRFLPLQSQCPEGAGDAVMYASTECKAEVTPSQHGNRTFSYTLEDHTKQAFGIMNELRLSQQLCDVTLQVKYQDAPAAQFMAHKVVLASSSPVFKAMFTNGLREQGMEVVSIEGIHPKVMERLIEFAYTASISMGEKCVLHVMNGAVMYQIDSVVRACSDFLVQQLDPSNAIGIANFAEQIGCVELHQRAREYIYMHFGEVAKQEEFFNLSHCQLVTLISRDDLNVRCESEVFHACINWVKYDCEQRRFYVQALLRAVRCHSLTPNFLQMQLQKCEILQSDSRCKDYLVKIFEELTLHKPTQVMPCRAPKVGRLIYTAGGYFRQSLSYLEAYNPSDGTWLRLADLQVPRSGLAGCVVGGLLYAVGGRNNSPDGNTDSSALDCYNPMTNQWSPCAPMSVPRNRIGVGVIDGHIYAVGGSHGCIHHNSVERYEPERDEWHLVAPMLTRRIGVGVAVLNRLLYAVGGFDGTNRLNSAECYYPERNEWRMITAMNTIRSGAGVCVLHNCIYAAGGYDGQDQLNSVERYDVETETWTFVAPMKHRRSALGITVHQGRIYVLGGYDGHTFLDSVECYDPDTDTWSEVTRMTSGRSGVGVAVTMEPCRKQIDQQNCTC
SUMO Mot1 rescue: inhibitors of SUMOylation pathway: yeast Mot1-301 growth rescue; S. cerevisiae Mot1-301 growth rescue, ATP luminescence, 38.5C; percent above DMSO median, 100 means doubled; growth rescue, % at 18.8 µM; actives 1% (n = 320,000); AID 2716;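 active means every valid replicate shows activation above 250% relative to neutral control wells; inactive means the rest, any valid replicate at or below 250%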;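 further: OY570 slx delta 5 strain wells were the positive control but not used for scaling; some compounds called inactive have numbers as strong as hits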
* hit, by the source's call.

Screening O=C(/C=C/c1ccc(Cl)cc1)NC1CC2CCC1C2 (centres undefined) returned dFosB activator -7, PfHsp90 yeast 2 -25, CDK5 p35 inh -0.7, LANA DNA inh 0.5, RTF Ca sens inh 4, NSD2 inh -9, RTF Ca sens act -4, Rtt109 HAT inh 22, PvdQ inh 7, Keap1 Nrf2 FP 0 and SUMO Mot1 rescue 155.
For CCCCNC(=O)CNC(=O)c1nn(-c2ccc(OC)c(Cl)c2)c(=O)c2ccccc12 the results were dFosB activator -6, PfHsp90 yeast 2 -5, CDK5 p35 inh 0.6, LANA DNA inh 0.9, RTF Ca sens inh 5, NSD2 inh -3, RTF Ca sens act -6, Rtt109 HAT inh 6, PvdQ inh 4, Keap1 Nrf2 FP -1 and SUMO Mot1 rescue -4.
CC(Oc1ccccc1)C(=O)Nc1cccc(-c2nc3ccccc3[nH]2)c1 (centres undefined) was read as dFosB activator -16, PfHsp90 yeast 2 49, CDK5 p35 inh -0.3, LANA DNA inh -0.9, RTF Ca sens inh -9, NSD2 inh 0, RTF Ca sens act -2, Rtt109 HAT inh 27, PvdQ inh -15, Keap1 Nrf2 FP 1 and SUMO Mot1 rescue 11.
`COc1ccc(C(=O)N2CCC(C(N)=O)CC2)cc1S(=O)(=O)N1CCCC1` gave dFosB activator -16, PfHsp90 yeast 2 -8, CDK5 p35 inh -2.1, LANA DNA inh -1.4, RTF Ca sens inh -4, NSD2 inh -1, RTF Ca sens act 1, Rtt109 HAT inh -2, PvdQ inh -7, Keap1 Nrf2 FP -3 and SUMO Mot1 rescue -7.
`COc1ccc(C2C3=C(CC(C)(C)CC3=O)N(CCN3CCOCC3)C3=C2C(=O)CC(C)(C)C3)cc1` gave dFosB activator -2, PfHsp90 yeast 2 -6, CDK5 p35 inh -0.9, LANA DNA inh 0.3, RTF Ca sens inh -3, NSD2 inh 3, RTF Ca sens act 3, Rtt109 HAT inh -138, PvdQ inh -12, Keap1 Nrf2 FP -1 and SUMO Mot1 rescue 68.
`CCC(=O)N1c2ccc(S(=O)(=O)N3CCN(c4ccc([N+](=O)[O-])cc4)CC3)cc2CC1C` (centres undefined) gave dFosB activator 10, PfHsp90 yeast 2 -6, CDK5 p35 inh -0.7, LANA DNA inh 0.2, RTF Ca sens inh -9, NSD2 inh 8, RTF Ca sens act -2, Rtt109 HAT inh 1, PvdQ inh -11, Keap1 Nrf2 FP -8 and SUMO Mot1 rescue 456*.
CCN(CC)CCN1C(=O)C(O)=C(C(C)=O)C1c1ccccc1[N+](=O)[O-] (centres undefined) was read as dFosB activator -8, PfHsp90 yeast 2 -15, CDK5 p35 inh -0.7, LANA DNA inh 5.4, RTF Ca sens inh -11, NSD2 inh 4, RTF Ca sens act 6, Rtt109 HAT inh -7, PvdQ inh -9, Keap1 Nrf2 FP -4 and SUMO Mot1 rescue -15.
`O=C(COC(=O)/C=C/c1cccs1)Nc1ccc(Cl)cc1F` gave dFosB activator 9, PfHsp90 yeast 2 -8, CDK5 p35 inh -1.0, LANA DNA inh -0.2, RTF Ca sens inh 0, NSD2 inh -3, RTF Ca sens act 0, Rtt109 HAT inh 2, PvdQ inh 17, Keap1 Nrf2 FP 0 and SUMO Mot1 rescue -1.
Screening CC(C)[C@H](NS(=O)(=O)c1ccccc1)C(=O)OCC(=O)Nc1ccc2c(c1)OCO2 returned dFosB activator -4, PfHsp90 yeast 2 20, CDK5 p35 inh -1.1, LANA DNA inh 1.2, RTF Ca sens inh 0, NSD2 inh 0, RTF Ca sens act 1, Rtt109 HAT inh -16, PvdQ inh 6, Keap1 Nrf2 FP 0 and SUMO Mot1 rescue 12.
CC(C)c1ccccc1NC(=S)NCc1ccncc1 was read as dFosB activator -4, PfHsp90 yeast 2 -86, CDK5 p35 inh -0.5, LANA DNA inh 0.9, RTF Ca sens inh -4, NSD2 inh -1, RTF Ca sens act -3, Rtt109 HAT inh -4, PvdQ inh 3, Keap1 Nrf2 FP -4 and SUMO Mot1 rescue -16.
Screening O=C(NC1CS(=O)(=O)CC1NCc1ccccc1)c1ccccc1 (centres undefined) returned dFosB activator -17, PfHsp90 yeast 2 -7, CDK5 p35 inh -1.6, LANA DNA inh -0.1, RTF Ca sens inh 3, NSD2 inh -1, RTF Ca sens act -4, Rtt109 HAT inh 1, PvdQ inh -10, Keap1 Nrf2 FP -4 and SUMO Mot1 rescue -5.
CN(Cc1ccccc1)C(=O)c1cc2ccccc2o1 was read as dFosB activator -2, PfHsp90 yeast 2 4, CDK5 p35 inh 3.5, LANA DNA inh 3.8, RTF Ca sens inh 7, NSD2 inh -1, RTF Ca sens act 2, Rtt109 HAT inh 7, PvdQ inh -13, Keap1 Nrf2 FP -7 and SUMO Mot1 rescue 21.

Part of the list above in order of number of heavy atoms, largest number first.
`COc1ccc(C2C3=C(CC(C)(C)CC3=O)N(CCN3CCOCC3)C3=C2C(=O)CC(C)(C)C3)cc1` gave dFosB activator -2, PfHsp90 yeast 2 -6, CDK5 p35 inh -0.9, LANA DNA inh 0.3, RTF Ca sens inh -3, NSD2 inh 3, RTF Ca sens act 3, Rtt109 HAT inh -138, PvdQ inh -12, Keap1 Nrf2 FP -1 and SUMO Mot1 rescue 68.
CCN(CC)CCN1C(=O)C(O)=C(C(C)=O)C1c1ccccc1[N+](=O)[O-] (centres undefined) was read as dFosB activator -8, PfHsp90 yeast 2 -15, CDK5 p35 inh -0.7, LANA DNA inh 5.4, RTF Ca sens inh -11, NSD2 inh 4, RTF Ca sens act 6, Rtt109 HAT inh -7, PvdQ inh -9, Keap1 Nrf2 FP -4 and SUMO Mot1 rescue -15.
CC(C)c1ccccc1NC(=S)NCc1ccncc1 was read as dFosB activator -4, PfHsp90 yeast 2 -86, CDK5 p35 inh -0.5, LANA DNA inh 0.9, RTF Ca sens inh -4, NSD2 inh -1, RTF Ca sens act -3, Rtt109 HAT inh -4, PvdQ inh 3, Keap1 Nrf2 FP -4 and SUMO Mot1 rescue -16.

Going on with the list:
`Cc1ccc(-n2ncc3c2CC(C)(C)CC3NC(=O)c2ccccn2)cc1` (centres undefined) gave dFosB activator -23, PfHsp90 yeast 2 -10, CDK5 p35 inh -1.8, LANA DNA inh -0.8, RTF Ca sens inh -7, NSD2 inh -5, RTF Ca sens act 1, Rtt109 HAT inh 4, PvdQ inh -3, Keap1 Nrf2 FP -3 and SUMO Mot1 rescue 6.
`Cc1c(CCC(=O)O)c(=O)oc2cc(O)ccc12` gave dFosB activator -2, PfHsp90 yeast 2 25, CDK5 p35 inh 0.1, LANA DNA inh 0.6, RTF Ca sens inh -6, NSD2 inh 3, RTF Ca sens act 3, Rtt109 HAT inh -3, PvdQ inh 6, Keap1 Nrf2 FP 4 and SUMO Mot1 rescue -5.
`CCc1c(C)nc(SCC(=O)N2CCCCC2C)[nH]c1=O` (centres undefined) gave dFosB activator -1, PfHsp90 yeast 2 11, CDK5 p35 inh 0.4, LANA DNA inh 1.9, RTF Ca sens inh 7, NSD2 inh 3, RTF Ca sens act -8, PvdQ inh -1, Keap1 Nrf2 FP 3 and SUMO Mot1 rescue 3.
For Cc1ccc(C)c(SCC(=O)NC(=O)NCc2ccccc2)c1 the results were dFosB activator -2, PfHsp90 yeast 2 -8, CDK5 p35 inh -1.5, LANA DNA inh 0.2, RTF Ca sens inh -3, NSD2 inh 3, RTF Ca sens act -2, Rtt109 HAT inh -7, PvdQ inh 0, Keap1 Nrf2 FP 3 and SUMO Mot1 rescue 12.
Screening Cc1ccc(C2(O)C(=O)c3ccccc3C2=O)c(O)c1C returned dFosB activator -4, PfHsp90 yeast 2 9, CDK5 p35 inh -0.9, LANA DNA inh -0.2, RTF Ca sens inh -14, NSD2 inh 0, RTF Ca sens act -3, Rtt109 HAT inh -3, PvdQ inh -1, Keap1 Nrf2 FP 1 and SUMO Mot1 rescue -12.
For Cc1c(C(=O)NN)nc2ccccn12 the results were dFosB activator -3, PfHsp90 yeast 2 4, CDK5 p35 inh 1.2, LANA DNA inh 0.8, RTF Ca sens inh 10, NSD2 inh -4, RTF Ca sens act -4, Rtt109 HAT inh 8, PvdQ inh 2, Keap1 Nrf2 FP -2 and SUMO Mot1 rescue -8.
COc1ccc(CN2CCC(=O)N([C@H](CO)Cc3ccccc3)CC2)cc1OC was read as dFosB activator -5, PfHsp90 yeast 2 -12, CDK5 p35 inh -0.9, LANA DNA inh 3.4, RTF Ca sens inh -15, RTF Ca sens act 5, Rtt109 HAT inh -3, PvdQ inh -15, Keap1 Nrf2 FP -5 and SUMO Mot1 rescue -8.
For c1cnc(SCCCOc2ccc3ccccc3c2)nc1 the results were dFosB activator -2, PfHsp90 yeast 2 1, CDK5 p35 inh -0.1, LANA DNA inh 1.0, RTF Ca sens inh -11, NSD2 inh -7, RTF Ca sens act 3, Rtt109 HAT inh -4, PvdQ inh -8 and Keap1 Nrf2 FP 4.
`COCCNC(=O)C(C)OC(=O)C1=Cc2ccccc2OC1` (centres undefined) gave dFosB activator 0, PfHsp90 yeast 2 7, CDK5 p35 inh -0.1, LANA DNA inh -0.7, RTF Ca sens inh 7, NSD2 inh -3, RTF Ca sens act 1, Rtt109 HAT inh -5, PvdQ inh 2, Keap1 Nrf2 FP 5 and SUMO Mot1 rescue -23.
For COc1ccc(NS(=O)(=O)c2ccc(-c3cnc(C4CC4)o3)cc2)cc1OC the results were dFosB activator -6, PfHsp90 yeast 2 2, CDK5 p35 inh -4.5, LANA DNA inh -0.3, RTF Ca sens inh -7, NSD2 inh 2, RTF Ca sens act 4, Rtt109 HAT inh -2, PvdQ inh -5, Keap1 Nrf2 FP -6 and SUMO Mot1 rescue 4.
Screening C[C@@]12C(=O)N(Cc3ccco3)CC(=O)N1[C@H]1c3cc(Cl)ccc3OC[C@@H]1[C@@H]2c1ccccc1 returned dFosB activator -1, PfHsp90 yeast 2 3, CDK5 p35 inh -0.4, LANA DNA inh 0.6, RTF Ca sens inh -2, RTF Ca sens act 8, Rtt109 HAT inh -10, PvdQ inh -18, Keap1 Nrf2 FP -3 and SUMO Mot1 rescue -11.
`Cc1nc(NCCCn2ccnc2)c2oc3ccccc3c2n1` gave dFosB activator -14, PfHsp90 yeast 2 -5, CDK5 p35 inh 2.4, LANA DNA inh -2.5, RTF Ca sens inh -8, NSD2 inh -2, RTF Ca sens act -3, Rtt109 HAT inh -5, PvdQ inh -19, Keap1 Nrf2 FP 0 and SUMO Mot1 rescue -9.
O=C(NCCN1CCN(S(=O)(=O)c2ccc([N+](=O)[O-])cc2)CC1)C(=O)Nc1ccccc1 was read as dFosB activator -5, PfHsp90 yeast 2 12, CDK5 p35 inh 0.7, LANA DNA inh 0.4, RTF Ca sens inh -1, NSD2 inh -2, RTF Ca sens act 2, Rtt109 HAT inh 5, PvdQ inh -7 and Keap1 Nrf2 FP -1.
O=C(CC1Nc2ccccc2NC1=O)NC1CCCCC1 (centres undefined) was read as dFosB activator -6, PfHsp90 yeast 2 -37, CDK5 p35 inh -0.7, LANA DNA inh 1.5, RTF Ca sens inh 2, NSD2 inh 5, RTF Ca sens act 2, Rtt109 HAT inh -8, PvdQ inh 1, Keap1 Nrf2 FP -12 and SUMO Mot1 rescue -18.
